# Assay outcomes (PubChem BioAssay)
# aSyn yeast rescue: alpha-synuclein toxicity suppression in yeast | S. cerevisiae alpha-synuclein toxicity rescue, BacTiter-Glo growth, 24 h | Potency, µM (top dose mostly 46.1 µM), for the others: at the top dose growth rescue (activation), actives largely listed as activators | 94,000 tested, 0.02% active | AID 1347070; active = well fitted activation curve with a large enough effect; note: 0% is about no effect
#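 Growth restoration measured by BacTiter-Glo luminescence after 24 hr at 30 deg C; alpha-synuclein yeast, raffinose-pregrown to mid-log, were added at OD600=0.02 in galactose medium onto pinned compounds.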
# Numbers without * were called inactive; [ ] = another dose, or the depositor's remark. Potency is the fitted concentration of half-maximal effect.
canonical_smiles	aSyn yeast rescue
CCC(C)(C)NC(=O)C(c1ccccc1Cl)N(C(=O)CCC(=O)Nc1cc(C)on1)c1ccc(NC(C)=O)cc1 (configuration not stated)	6%
C=C(C)Cn1c(SCC(=O)Nc2cccc(C)c2)nc2sc3c(c2c1=O)CCCC3	23%
CCCOc1ccccc1C(=O)N1CCCCC1CCN1CCOCC1 (configuration not stated)	1%
CC(C)NS(=O)(=O)c1ccc(OCC(=O)N2CCN(c3ccccc3F)CC2)cc1	-3%
CC(=O)Nc1ccc(NC(=O)Cn2c(=O)n(-c3ccc(F)cc3)c(=O)c3oc4ccccc4c32)cc1	6%
Cc1ccc(C(=O)OCC(=O)NNC(=O)c2ccc([N+](=O)[O-])cc2)o1	8%
CCS(=O)(=O)N1CCc2cc(C(=O)NCc3ccccc3OC)ccc21	1%
Cc1cc(C)c(NC(=O)CSc2nc(=O)n(Cc3ccncc3)c3c2CCC3)c(C)c1	-2%
O=C(Nc1oc2ccccc2c(=O)c1-c1ccccc1)c1ccco1	-6%
CC(C)(c1ccc(O)cc1)c1ccc(O)c(C(=O)O)c1	3%
COc1ccc(CNC(=O)C2=C(C)C(=O)OC23CCN(C(C)=O)CC3)cc1	2%
Cc1ccccc1-c1noc(-c2ccc(NCc3cccnc3)c([N+](=O)[O-])c2)n1	10%
CCOC(=O)C1=C(C)NC(C)=C(C(=O)OCC)C1C(=O)OCC(=O)N(C)C1CCS(=O)(=O)C1 (configuration not stated)	-22%
O=C(Cc1ccccc1)Nc1sc2c(c1C(=O)Nc1ccccc1Cl)CCC2	-4%
CCOc1ccc(C(=O)c2cn(Cc3ccccc3OC)c3cc4c(cc3c2=O)OCCO4)cc1	-2%
O=C(CN1C(=O)COc2ccc(S(=O)(=O)N3CCCCCC3)cc21)N1CCN(c2ccc(Cl)cc2)CC1	-10%
Cc1ccc(S(=O)(=O)N(C)C)cc1NC(=O)CCCNC(=O)c1ccc(Cl)cc1	2%
CCn1c(C(=O)N2CCC(C(=O)NCCc3ccc(C)cc3)CC2)cc2sccc21	-15%
Cc1ccccc1NC(=O)C(C)OC(=O)CCC(=O)N(CC(C)C)c1c(N)n(CC(C)C)c(=O)[nH]c1=O (configuration not stated)	3%
COc1ccccc1-c1cc(C(F)(F)F)nc(S(=O)(=O)CCCC(=O)Nc2ccc(F)cc2F)n1	-8%
COc1ccc(C(CNC(=O)CSc2ccccc2F)N2CCOCC2)cc1 (configuration not stated)	3%
COc1cc2c(cc1OC)C(c1ccc(C)o1)CC(=O)N2 (configuration not stated)	4%
Cc1ccc(N2CCN(C(=O)c3ccc(Nc4nc5ccccc5n5nnnc45)cc3)CC2)c(C)c1	3%
O=C(CSc1cccs1)Nc1cccc2ccccc12	5%
O=C(CNC(=O)c1ccccc1)OCc1cc(=O)n2nc(C3CC3)sc2n1	6%

# 3 consecutive records from above, for reference:
canonical_smiles	aSyn yeast rescue
CC(C)NS(=O)(=O)c1ccc(OCC(=O)N2CCN(c3ccccc3F)CC2)cc1	-3%
CC(=O)Nc1ccc(NC(=O)Cn2c(=O)n(-c3ccc(F)cc3)c(=O)c3oc4ccccc4c32)cc1	6%
Cc1ccc(C(=O)OCC(=O)NNC(=O)c2ccc([N+](=O)[O-])cc2)o1	8%

# Individual results from the results shown:
# CCS(=O)(=O)N1CCc2cc(C(=O)NCc3ccccc3OC)ccc21 | aSyn yeast rescue: 1%
# CCOC(=O)C1=C(C)NC(C)=C(C(=O)OCC)C1C(=O)OCC(=O)N(C)C1CCS(=O)(=O)C1 (configuration not stated) | aSyn yeast rescue: -22%
# C=C(C)Cn1c(SCC(=O)Nc2cccc(C)c2)nc2sc3c(c2c1=O)CCCC3 | aSyn yeast rescue: 23%
# COc1cc2c(cc1OC)C(c1ccc(C)o1)CC(=O)N2 (configuration not stated) | aSyn yeast rescue: 4%

# (cont.)
canonical_smiles	aSyn yeast rescue
COC(=O)CNC(c1ccccc1)c1cc(Br)ccc1NS(=O)(=O)c1ccccc1 (configuration not stated)	-1%
CCOC(=O)c1c(NC(=O)CS(=O)(=O)c2cn(CC)c3ccccc23)sc2c1CCCCC2	-1%
COc1ccc(C(=O)Oc2c(Sc3ccccc3)c(C)nn2-c2ccccc2)cc1OC	5%
Cc1cccc(CCNC(=O)CC2C(=O)NCCN2CC2CCCCC2)n1 (configuration not stated)	4%
Cc1cc(C)n(CCc2nc3c4ccccc4nc(N4CCN(c5ccccc5F)CC4)n3n2)n1	-5%
CN(Cc1ccno1)Cc1cn(C)nc1-c1ccc(Oc2ccccc2)cc1	-5%
CCN(C(=O)Cn1ncc2c(=O)oc3ccc(C)cc3c21)c1cc(OC)ccc1OC	0%
Cc1cc2nc(/C=C/c3nc4cc(C)c(C)cc4[nH]3)[nH]c2cc1C	-27%
COc1ccc(NC(=O)CCCS(=O)(=O)c2nc(-c3ccc(OC)c(OC)c3)cc(C(F)(F)F)n2)cc1OC	-15%
Cc1ccc(N(CC(=O)Nc2cccc(Cl)c2C)S(=O)(=O)c2c(C)noc2C)cc1	11%
COc1ccc(S(=O)(=O)N2CCN(C(=O)/C=C/c3ccco3)CC2)cc1	5%
CN(C(=O)C1CCCN(S(=O)(=O)c2cccc([N+](=O)[O-])c2)C1)C1CCS(=O)(=O)C1 (configuration not stated)	-1%
CCn1c(=O)c(=O)n(CC)c2cc(N3CCCCC3)c(NC(=O)c3ccc(OC)c(OC)c3)cc21	-13%
CSc1ncc(CO)n1Cc1ccccc1	-6%
COc1ccc(NS(=O)(=O)c2ccc(C)c(NC(=O)CNC(=O)c3ccco3)c2)cc1	6%
CC(C)n1cnnc1SCC(=O)Nc1ccc(N2CCCCC2)cc1	-1%
COc1ccccc1OCC(=O)N(Cc1ccc(Cl)cc1)CC1CCCO1 (configuration not stated)	4%
CCOc1ccccc1NS(=O)(=O)c1cnc(N)nc1	1%
O=C(Nc1nccs1)C1CC(=O)N(c2ccccc2)C1 (configuration not stated)	3%
O=C(NCCc1ccccc1)c1ccc(CSc2nc3ccncc3n2Cc2ccc(F)cc2)cc1	-11%
CC1(C)CC(Cc2ccc(C(=O)c3ccccc3)cc2)N(C(=O)OC(C)(C)C)N1 (configuration not stated)	-1%
CCc1ccccc1N(CC(=O)NCc1ccco1)C(=O)CCC(=O)Nc1nccs1	-12%
COc1ccccc1N1CCN(C(=O)c2oc3ccccc3c2N)CC1	13%
Cn1c(=O)[nH]c(=O)c2c1nc(N(CCO)Cc1ccccc1)n2CCCc1ccccc1	11%
CCOc1ccc(NC(c2ccc(Cl)cc2)c2nnc(-c3cccc(F)c3)o2)cc1 (configuration not stated)	1%
COc1ccc(C(=O)Nc2ccc(-c3nc4ncccc4o3)cc2)cc1	-2%
COC(=O)c1c(C)oc2ccc(N(C(=O)c3ccncc3)S(=O)(=O)c3ccc(OC)cc3)cc12	14%
Cc1ccc(CNC(=O)c2cc3c(=O)oc4ccc(C)cc4c3s2)cc1	6%
CCOC(=O)c1c(NC(=O)c2ccc(S(=O)(=O)N(CC(C)C)CC(C)C)cc2)sc2c1CCN(CC)C2	-32%[inhibitor]
CCCc1cnc2c(c1SCC(=O)N(C)c1ccccc1)c(=O)n(C)c(=O)n2C	-5%
CCOC(=O)c1[nH]ncc1CN1CCN(Cc2ccc(C)cc2)C(CCO)C1 (configuration not stated)	6%
NC(=O)CC1C(=O)N(c2ccc(F)cc2)C(=O)N1NC(=O)CCc1ccccc1 (configuration not stated)	-6%
COc1ccc(-c2noc(CNC(=O)c3cc(OC)c(OC)c(OC)c3)n2)cc1	-2%
CC(=O)Nc1ccc(-c2csc(NC(=O)C3CC(=O)N(c4ccc5c(c4)OCCO5)C3)n2)cc1 (configuration not stated)	-3%
COc1cc(OC)c(NC(=O)NCc2cccn2Cc2ccccc2)cc1Cl	-12%
CCOC(=O)c1[nH]c2ccccc2c1NC(=O)c1cc(Cl)ccc1Cl	-5%
COc1ccc(CN2C(=O)C(CC(=O)NCCCCc3ccccc3)CC(C(=O)N3CCOCC3)=C2C)cc1 (configuration not stated)	1%
O=C(Nc1ccc(Cl)cc1F)c1cc(S(=O)(=O)NCc2ccc3c(c2)OCO3)ccc1F	-2%
COc1cc(NC(=O)CN2CCCN(Cc3cccc(F)c3)S2(=O)=O)cc(OC)c1	0%
Cc1nn(C)c(C)c1CN(C)C(=O)c1nn2c(c1Br)NC(c1cccs1)CC2C(F)(F)F (configuration not stated)	-2%
O=C(CN1CCSc2ccccc21)N1CCCCC1	0%
Cn1nc(C(C)(C)C)c(NC(=O)c2sccc2Cl)c1C(C)(C)C	-4%
COC(=O)c1nnn(-c2ccsc2C(=O)OC)c1C(=O)OC	7%
O=C(c1cccc(S(=O)(=O)N2CCOCC2)c1)N1CCCC(C(F)(F)F)C1 (configuration not stated)	-8%
Cc1ccc(NC(=O)CN(C)C(=O)C(C)OC(=O)c2ccccc2NCCO)cc1 (configuration not stated)	3%
COc1ccccc1N1CCN(c2c3c(nc4nncn24)CCC3)CC1	-8%
Cc1cc(C(=O)NCCc2ccc(Cl)cc2)n(-c2ccccc2)n1	-8%
CCCOc1ccc(-c2nc(-c3ccc([N+](=O)[O-])cc3)cs2)cc1	4%
CCOc1ccc(CNCCNC(=O)c2nonc2N)cc1	-13%
CCOc1cccc(NC(=O)c2ccc(F)c(S(=O)(=O)N(CC)c3cccc(C)c3)c2)c1	7%

# More records
canonical_smiles	aSyn yeast rescue
O=C(CN(CC1CCCO1)C(=O)CNS(=O)(=O)c1ccc(F)cc1)NCCc1ccccc1 (configuration not stated)	11%
COc1ccc(N(C(=O)c2ccco2)C(C(=O)NC2CCCC2)c2ccc(N3CCOCC3)cc2)c(OC)c1 (configuration not stated)	7%
Cc1ccc[n+](CC(=O)c2ccc(NC(=O)c3ccccc3)cc2)c1C	0%
CCN(CC(=O)Nc1c(F)cccc1F)C(=O)Cc1sc(C)nc1-c1ccc(F)cc1	-8%
COC(=O)c1ccccc1NC(=O)c1ccccc1N(C)S(=O)(=O)c1ccccc1	-4%
CCC(=O)OCc1cc(=O)n2nc(C3CC3)sc2n1	-13%
Nc1ccc2c3c(ccc([N+](=O)[O-])c13)CC2	10%
O=C(O)c1ccc(OCC(F)(F)F)nc1	-1%
C[C@@H]1CN([C@@H](C)CO)C(=O)c2cc(C#Cc3cccc(F)c3)cnc2O[C@H]1CN(C)C(=O)C1CCCCC1	-2%
COc1cc(C(=O)N2CCC(c3ccncc3)CC2)cc(OC)c1OC	-12%
COc1cc(-c2nnc(COC(=O)CSCC(=O)Nc3cc(C)on3)o2)cc(OC)c1OC	1%
O=C(CNC(=O)c1ccc(Br)cc1)OC1CCOC1=O (configuration not stated)	-13%
O=C(CCSCCc1ccccn1)Nc1ccccc1C(F)(F)F	-3%
O=C(NCCc1ccc(Cl)cc1)c1ccc2c(c1)N(Cc1ccccc1)CCS2	8%
Cc1nc2sc(C(c3ccco3)N3CCN(c4ccccc4)CC3)c(O)n2n1 (configuration not stated)	1%
O=C(Nc1ccc2nc(SCC(=O)N3CCCC3)sc2c1)c1ccc(F)cc1	2%
CCN1CCc2c(sc(NC(=O)Cc3ccccc3)c2C(N)=O)C1	-4%
COc1cc(CNc2ccc(NC(C)=O)cc2)ccc1OCc1ccccc1C	11%
COc1ccc(Cl)cc1NC(=O)Cn1nc(C(F)(F)F)c2c1CCC2	-1%
CCc1ccc(C2NC(=O)c3[nH]nc(-c4cccc(OC)c4)c32)cc1 (configuration not stated)	2%
CC(=O)NCCC(=O)Nc1cc(S(=O)(=O)N2CCOCC2)ccc1Oc1ccc(F)cc1	-2%
COc1ccc(/C=C2\SC(=S)N(CC(=O)NNC(=O)c3ccncc3)C2=O)cc1	2%
CN1CCN(NC(=O)c2cc(-c3ccc(Br)s3)nc3ccccc23)CC1	-4%
CCCNc1c(NC(=O)c2ccc(OCCC)cc2)c(=O)oc2ccccc12	-3%
O=C(N/C=C\n1cnc2cc(C(F)(F)F)ccc21)c1ccc([N+](=O)[O-])cc1	2%

# Reformatted field by field: 4 of the compounds above
SMILES: O=C(CNC(=O)c1ccc(Br)cc1)OC1CCOC1=O (configuration not stated)
- aSyn yeast rescue = -13%
SMILES: O=C(CN(CC1CCCO1)C(=O)CNS(=O)(=O)c1ccc(F)cc1)NCCc1ccccc1 (configuration not stated)
- aSyn yeast rescue = 11%
SMILES: COc1cc(C(=O)N2CCC(c3ccncc3)CC2)cc(OC)c1OC
- aSyn yeast rescue = -12%
SMILES: CN1CCN(NC(=O)c2cc(-c3ccc(Br)s3)nc3ccccc23)CC1
- aSyn yeast rescue = -4%

# Next section
canonical_smiles	aSyn yeast rescue
Cc1cccc(-c2ccc3[nH]c4c(c3c2)CCN2C[C@@H]([C@H](C)O)[C@@H](N(C)C(=O)NC3CCCCC3)C[C@@H]42)c1	-29%
Cc1nc(S/C(C(=O)O)=C2/C(=O)Nc3ccccc32)n[nH]1	13%
O=C(Cn1ccc2cc(S(=O)(=O)N3CCCC3)ccc21)NCc1ccc(Cl)cc1	-7%
CCc1ccc2ncc(S(=O)(=O)c3ccc(Cl)cc3)c(N3CCN(CC)CC3)c2c1	5%
O=C(NCCc1ccc(Cl)cc1)c1ccc(CSCc2ccc(Cl)cc2)o1	2%
COC(=O)c1ccc(OC(=O)C23CCC(C)(C(=O)O2)C3(C)C)cc1 (configuration not stated)	6%
COc1ccc(NC(=O)C2=C(C)Nc3nc(SCc4ccc(Cl)cc4)nn3C2c2cccc(OC)c2OC)cc1 (configuration not stated)	1%
COc1ccc(CCNCc2ccc(OCC(=O)N3CCCCC3)c(OC)c2)cc1OC	-13%
COc1ccccc1NC(=O)Cn1c(=O)n(CC2CCC(C(=O)NCCc3ccccc3)CC2)c(=O)c2ccccc21 (configuration not stated)	4%

# A portion of the library; rates above refer to the full screens.
